KAT2A inh: GCN5L2 (KAT2A) acetyltransferase inhibition; Q92830; GCN5L2 HAT assay, ThioGlo1 CoA-SH fluorescence; Potency, µM (highest dose often 58.9 µM), for inactives: at the top dose activity change, negative = inhibition, actives largely listed as inhibitors; hit rate 0.21% among 390,000
Target sequence (Q92830 whole entry, looked up): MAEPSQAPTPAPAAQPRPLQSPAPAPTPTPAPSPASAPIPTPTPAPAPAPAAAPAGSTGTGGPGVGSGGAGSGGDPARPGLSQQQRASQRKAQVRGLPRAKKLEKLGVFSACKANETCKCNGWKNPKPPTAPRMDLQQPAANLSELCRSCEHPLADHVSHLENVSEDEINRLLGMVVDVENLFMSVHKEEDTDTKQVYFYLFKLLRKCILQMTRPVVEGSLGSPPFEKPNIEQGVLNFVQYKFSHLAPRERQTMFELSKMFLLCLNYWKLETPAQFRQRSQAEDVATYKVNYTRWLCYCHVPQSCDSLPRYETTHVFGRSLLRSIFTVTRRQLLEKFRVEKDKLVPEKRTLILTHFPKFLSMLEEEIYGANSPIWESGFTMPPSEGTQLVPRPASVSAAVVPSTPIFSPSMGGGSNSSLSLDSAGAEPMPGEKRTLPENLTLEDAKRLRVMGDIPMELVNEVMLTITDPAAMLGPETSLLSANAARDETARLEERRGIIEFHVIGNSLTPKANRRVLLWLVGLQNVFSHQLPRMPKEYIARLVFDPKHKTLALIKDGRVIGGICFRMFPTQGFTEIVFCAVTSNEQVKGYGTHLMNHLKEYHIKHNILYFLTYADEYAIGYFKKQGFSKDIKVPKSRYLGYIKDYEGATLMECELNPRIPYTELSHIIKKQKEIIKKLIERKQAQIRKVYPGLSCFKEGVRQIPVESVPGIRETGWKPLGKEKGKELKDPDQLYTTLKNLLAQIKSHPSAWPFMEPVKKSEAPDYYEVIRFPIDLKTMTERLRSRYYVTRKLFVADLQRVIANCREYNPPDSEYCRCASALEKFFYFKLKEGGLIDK
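Titration-based screen in which CoA formation is detected via maleimide probe ThioGlo1 (50uM) turning fluorescent on thiol reaction; substrates H3(1-25) 75uM and acetyl-CoA 70uM, GCN5L2 20nM, 20 min incubation at room temperature.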
DT40 TDP1 CPT: growth inhibition of DT40 Tdp1-/-;hTDP1 cells with camptothecin (screen for TDP1 inhibitors); AID 686979; chicken DT40 Tdp1-/-;hTDP1 cells + 20 nM CPT, ATP luminescence, 48 h; Potency, µM (top dose mostly 46.2 µM), inactives show at the top dose activity change, negative = growth inhibition, actives largely listed as inhibitors; hit rate 12% among 420,000; further: nearly all actives have a fitted effect of over 55% in size
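Chicken DT40 Tdp1-/- cells complemented with human TDP1, 400 cells/well, exposed to compounds plus 20 nM camptothecin for at least 48 h at 37 C; viability read as ATP content by CellTiter-Glo luminescence.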
DT40 TDP1 no CPT: qHTS for Inhibitors of human tyrosyl-DNA phosphodiesterase 1 (TDP1): qHTS in cells in absence of CPT. DT40 Tdp1-/- hTDP1 cells, no CPT, ATP luminescence, 48 h. Potency, µM (series often up to 46.2 µM), without a hit: at the highest dose activity change, negative = growth inhibition, usual class: inhibitors. hit rate 15% among 420,000; further: nearly all actives have a fitted effect of over 55% in size
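Chicken DT40 Tdp1-/- cells complemented with human TDP1, screened without camptothecin (DMSO vehicle only), 400 cells/well. Compounds pin-transferred, cells incubated at 37 °C for at least 48 hr. Growth read as ATP-dependent luminescence (CellTiter-Glo, 30 min at RT).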
Numbers without * were called inactive; ? = inconclusive; / = not tested or not shown; & = joins results of further samples. The call rests on the fitted dose curve; in most records, active means well fitted curve in the direction sought with a large enough effect; inconclusive means small, poorly fitted or top-dose-only effect, or another doubt; inactive means no such curve, though single readings can be large; an effect the other way counts as inactive or inconclusive. On the % scale 0 is the no-effect control and ±100 the full control effect; potency means the concentration at half of the fitted maximal effect.

Second line of a record: KAT2A inh | DT40 TDP1 no CPT | DT40 TDP1 CPT
1: O=C1/C(=C/c2ccc([N+](=O)[O-])cc2)C=C(c2ccccc2)N1c1ccccc1
  0% | ? | ?
2: COc1cc(NC(=O)c2cccs2)c(OC)cc1NC(=O)Cc1ccccc1
  -6% | 23µM* | ?
3: Cc1c(O)ccc2c(CC(=O)N[C@@H](Cc3ccc(O)cc3)C(=O)O)cc(=O)oc12
  -9% | 0% | -2%
4: CC1(C)c2[nH]c3ccccc3c2C[C@H]2C(=O)N(CCCO)CC(=O)N21
  1% | -25% | -18%
5: Cc1ccccc1Nc1nc(Cl)c(C=O)s1
  -14% | -21% | -25%
6: Cc1ccc(C(=O)COC(=O)CCCC(=O)NC2CCCCC2)cc1[N+](=O)[O-]
  1% | -10% | -4%
7: COc1ccc(CNC(=O)CC(C)CC2=NS(=O)(=O)c3ccccc3N2)cc1 (configuration not stated)
  -9%&-4% | -25%&-14% | ?
8: COc1ccc(CNC(=O)CSCc2cnn(-c3ccccc3)c2-n2cccc2)cc1
  -23% | 23µM* | -25%
9: COc1ccc(-n2c(Cc3cc(=O)[nH]c(=O)[nH]3)nnc2SCc2ccccc2)cc1
  -6% | 2% | -1%
10: COC(=O)c1cn(C(=O)OC)c2ccccc12
  -8% | -4% | -12%
11: CC[C@@H](C)[C@H](NC(=O)CCc1c(C)c2cc3c4c(oc3c(C)c2oc1=O)CCCC4)C(=O)O
  ? | -8% | -13%
12: O=C(NC1CCCCC1)NC1CC2CCCC(C1)N2C1CCCC1 (configuration not stated)
  -1% | 2% | 6%
13: COc1ccc(C(=O)N2CC(=O)Nc3ccc(F)cc3C2c2ccc(F)cc2)c(OC)c1 (configuration not stated)
  -4% | ? | ?
14: Cc1nnc(NC(=O)Nc2cccc(Cl)c2)s1
  -4% | 13µM* | ?
15: CN(C)CCOc1ccccc1C(C)(C)C
  -2% | -14% | 2%
16: Cc1ccc2nsnc2c1NC(=O)c1ccccc1[N+](=O)[O-]
  -1% | -18% | -1%
17: COc1cc2c(cc1OC)CN(CC(=O)Nc1ccc(C#N)cc1)CC2
  -1% | -16% | -30%
18: CC(C)c1nn2c(=O)cc(CSc3ccccc3NC(=O)c3ccccc3F)nc2s1
  0% | -25% | ?
19: CN(C)CCCNC(=O)N1c2ccccc2Sc2ccccc21
  1% | -2% | 13%
20: CCCCn1c(=O)c(C(=O)OCC)c(O)c2ccccc21
  2% | -25% | -8%
21: COc1ccc(NC(=O)CCn2ccnc2)c(OC)c1
  -3% | -19% | -1%
22: O=C(NNCC(O)COc1ccccc1)c1ccccc1 (configuration not stated)
  -1% | -7% | -23%
23: Cn1cc(S(=O)(=O)N2CCCCCC2)cc1C(=O)N1CCN(c2cccc(C(F)(F)F)c2)CC1
  -1% | 23µM* | 16µM*
24: COc1ccc(S(=O)(=O)Nc2ccc(S(=O)(=O)NCC3CCCO3)cc2)cc1 (configuration not stated)
  0% | 7% | -10%
25: COc1ccc(OCC(O)Cn2c(Br)nc3c2c(=O)[nH]c(=O)n3C)cc1 (configuration not stated)
  3% | ? | -25%
26: CC(=O)Nc1ccc(NC(=O)c2ccc(NS(=O)(=O)c3cc(C(C)(C)C)ccc3C)cc2)cc1
  -24% | -28% | -9%
27: COc1ccc(NC(=O)C(NC(=O)CNC(C)=O)c2ccc(C)cc2)cc1 (configuration not stated)
  -1% | 3% | 2%
28: COC(=O)c1cc(NS(=O)(=O)c2cccs2)cc(NS(=O)(=O)c2cccs2)c1
  -15% | -13% | -3%
29: CCCNC(=O)Cn1nc(-c2ccc(C)c(C)c2)c2cnc3ccc(OC)cc3c21
  15% | 8.2µM* | 10µM*
30: COc1ccc(NC(=O)C2CC(=O)N(c3cccc(C)c3C)C2)cc1 (configuration not stated)
  -5% | -4% | -8%
31: CCc1noc(C)c1C(=O)N(CCCOC)c1c(N)n(Cc2ccccc2)c(=O)[nH]c1=O
  -2% | -19% | -20%
32: CC(/C=N/Nc1ccc2nncn2n1)=C\c1ccccc1
  -4% | ? | ?
33: Cc1sc(NC(=O)c2ccco2)c(C(c2ccncc2)N2CCOCC2)c1C (configuration not stated)
  2% | ? | -27%
34: CC(=O)c1ccc(N2C(=O)CC(N3CCN(S(=O)(=O)c4cc(C)ccc4C)CC3)C2=O)cc1 (configuration not stated)
  -16% | -1% | 7%
35: Cc1nn(-c2ccccc2)c2sc(C(=O)Nc3cccc(Cl)c3)cc12
  -20% | 23µM* | ?
36: COC(=O)c1sc(NC(=O)c2ccoc2C)nc1C
  -9% | -19% | -25%
37: C=CCOC(=O)C1=C(C)Nc2ncnn2C1c1cccs1 (configuration not stated)
  -10% | -20% | -7%
38: CC(C)(C)NC(=O)C(c1ccc(F)cc1)N(Cc1ccco1)C(=O)CCC(=O)Nc1nccs1 (configuration not stated)
  0% | -26% | -24%
39: CCNc1ncc2nc(CCc3ccccc3)c(=O)n(Cc3ccc(F)cc3)c2n1
  -28% | 1% | -10%
40: Cc1c(C(=O)N2CCCC(C)(C(=O)NS(=O)(=O)C3CC3)C2)oc2ccccc12 (configuration not stated)
  / | 4.1µM* | ?
41: O=[N+]([O-])c1ccc(S(=O)(=O)NCC(c2cccnc2)N2CCOCC2)cc1 (configuration not stated)
  -7% | -17% | -1%
42: CCCC(=O)Nc1cccc(S(=O)(=O)N(C)c2ccccc2)c1
  -1% | ? | 16µM*
43: C/C(=C\C(=O)c1ccc(Br)cc1)NCc1ccc(C)cc1
  -8% | ? | -7%
44: C=CCn1c(N)c(C(=O)NCC2CCCO2)c2nc3ccccc3nc21 (configuration not stated)
  ? | ? | ?
45: O=C(O)C1CCCN1c1nc(-c2ccc(Cl)c(Cl)c2)cc(C(F)(F)F)n1 (configuration not stated)
  -9% | 21µM* | 15µM*

Some of the entries so far, in transposed form.
[11] CC[C@@H](C)[C@H](NC(=O)CCc1c(C)c2cc3c4c(oc3c(C)c2oc1=O)CCCC4)C(=O)O
[12] O=C(NC1CCCCC1)NC1CC2CCCC(C1)N2C1CCCC1 (configuration not stated)
[13] COc1ccc(C(=O)N2CC(=O)Nc3ccc(F)cc3C2c2ccc(F)cc2)c(OC)c1 (configuration not stated)
[14] Cc1nnc(NC(=O)Nc2cccc(Cl)c2)s1
[15] CN(C)CCOc1ccccc1C(C)(C)C
[16] Cc1ccc2nsnc2c1NC(=O)c1ccccc1[N+](=O)[O-]
[17] COc1cc2c(cc1OC)CN(CC(=O)Nc1ccc(C#N)cc1)CC2

| Compound | 11 | 12 | 13 | 14 | 15 | 16 | 17 |
| --- | --- | --- | --- | --- | --- | --- | --- |
| KAT2A inh | ? | -1% | -4% | -4% | -2% | -1% | -1% |
| DT40 TDP1 no CPT | -8% | 2% | ? | 13µM* | -14% | -18% | -16% |
| DT40 TDP1 CPT | -13% | 6% | ? | ? | 2% | -1% | -30% |

The list continues.
Second line of a record: KAT2A inh | DT40 TDP1 no CPT | DT40 TDP1 CPT
46: CC(=O)Nc1ccc(C(=O)CSc2nnc(-c3ccccc3F)n2CCc2ccccc2)cc1
  / | 13µM* | ?
47: Cc1cc(C)cc(NC(=O)N2CCC(CN3CCCCCC3)CC2)c1
  -2% | ? | -50%
48: CCN1C(=O)[C@@H]2[C@@H](c3ccc(-c4ccc(F)cc4)c(OC)c3)N3CCCC[C@@]3(C(=O)OC)[C@@H]2C1=O
  -10% | 16µM* | 16µM*
49: COc1ccc(Cn2nnc(C(=O)Nc3ccc4c(c3)OCCO4)c2N)cc1Br
  -10% | 2.6µM* | 18µM*
50: [O-][n+]1cccc(C(O)c2ccccc2)c1 (configuration not stated)
  -15% | 8% | 4%
51: CCCC(=O)n1nc(-c2ccco2)nc1N
  -6% | 0% | 5%
52: COc1ccc(NC(=O)Cn2c(=O)cc(C)c3c(C)nn(-c4cccc(Cl)c4C)c32)cc1OC
  -6% | -29% | -8%
53: CC(C)Oc1ccc(CNC(=O)CCCN2C(=O)c3cccnc3Oc3ccc(Cl)cc32)cc1
  -9% | ? | ?
54: CCN(CC)c1ccc(N=Nc2ncn[nH]2)cc1
  -14% | -4% | 2%
55: Cc1nc2c(-c3ccccc3)c(C)nn2c(C)c1CC(=O)O
  -4% | -4% | -17%
56: COc1ccc(S(=O)(=O)N2CCCCC2)cc1NC(=O)Cc1sc(C)nc1-c1ccc(F)cc1
  -22% | ? | ?
57: COc1ccc(CCC(=O)NCCc2cn3c(C)csc3n2)cc1
  -19% | -7% | -1%
58: CC(NC(=O)/C(C#N)=C/c1ccc(N2CCOCC2)cc1)c1ccccc1 (configuration not stated)
  -5% | 9.2µM* | 13µM*
59: COc1ccc(NC(=O)CSc2nc(-c3cccs3)cc(C(F)(F)F)n2)c(OC)c1
  -2% | 21µM* | 16µM*
60: COC(=O)c1oc2ccc(Br)cc2c1NC(=O)CN1CCN(C)CC1
  / | ? | -21%
61: COc1ccc(OCCCC(=O)OC(C)C(=O)Nc2ccccc2[N+](=O)[O-])cc1 (configuration not stated)
  1% | -9% | 4%
62: O=C(CN1CCC(NC(=O)C2CCCCC2)CC1)Nc1ccccc1
  / | -12% | 5%
63: O=C1c2ccccc2C(=O)N1CCSc1nncs1
  -8% | 6% | 6%
64: CCOC(=O)C1CCN(c2csc3ccc(C)cc3c2=O)CC1
  -2% | -8% | 4%
65: O=C(CSc1nnc(C2CC2)n1-c1ccccc1)NCCc1ccccc1
  0% | -24% | 0%
66: CC(=O)c1ccc(OCCCN2CCCCC2)cc1
  -7% | -2% | -6%
67: N#CC(=C1CCCC1)c1nc(-c2ccc(Cl)cc2)cs1
  ? | -27% | 2%
68: COc1ccc(CCNC(=O)C2CCN(S(C)(=O)=O)CC2)cc1OC
  -17% | -14% | 10%
69: O=C1OC(OC(=O)c2cccnc2Nc2cccc(C(F)(F)F)c2)c2ccccc21 (configuration not stated)
  0% | 4% | -10%
70: COc1ccc2c(c1)[nH]c1c(=O)n(CCc3cnc[nH]3)cnc12
  0% | -17% | 0%
71: COc1ccc(NS(=O)(=O)c2cc(NC(=O)c3ccc(=O)[nH]c3)ccc2N2CCOCC2)cc1
  1% | -2% | 14%
72: CC(C)(C)NCC(O)CSc1nc(-c2ccc(C(N)=O)s2)cs1 (configuration not stated)
  / | -29% | 12%
73: O=[N+]([O-])c1cc(Cl)c2cccnc2c1O
  -5% | 18µM* | ?
74: COc1ccc(CC(=O)Nc2ccc3nc(Nc4ccc(OC)cc4)cc(C)c3c2)cc1
  -12% | 23µM* | ?
75: COc1ncnc(-c2ccccc2)c1-c1ccccc1
  / | 15µM* | ?
76: CCOc1cc(C(=S)N2CCOCC2)ccc1OS(=O)(=O)c1ccc(OC)cc1
  -13% | ? | -4%
77: Nc1nc(-c2ccc(C(=O)O)cc2)cs1
  -5% | -7% | 14%
78: CC(=O)N/C(=C\c1ccccc1)C(=O)OCC(=O)N1CCCCCC1
  -1% | 14% | 5%
79: COC(=O)/C=C1\NC(=O)C(C)S1 (configuration not stated)
  0% | -3% | -1%
80: Cn1cncc1COC(=O)c1ccc(Cl)cc1
  3% | -7% | -15%
81: O=S(=O)(/N=C(/Nc1cccc2ccccc12)c1ccccc1)c1ccccc1
  -3% | ? | ?
82: O=C(CN1C(=O)c2cccc3cccc1c23)NCC1CCCO1 (configuration not stated)
  -10% | -18% | -10%
83: Cc1ccccc1N1CC(C(=O)N2CCCCCC2)CC1=O (configuration not stated)
  -4% | -19% | -7%
84: CCOc1ccc(CN2C(=O)c3ccccc3Sc3ccc(C(=O)NCCCN4CCOCC4)cc32)cc1
  -22%&4% | ? | ?
85: CS(=O)(=O)c1ccc(C(=O)OCC(=O)N2CC(=O)Nc3ccccc32)cc1[N+](=O)[O-]
  / | 0.71µM* | 1.1µM*
86: CCCNc1nc(Nc2ccc(C)c(Cl)c2)c2cnn(C)c2n1
  -11% | 23µM* | 16µM*
87: O=C(COc1ccc2c(-c3ccccc3)cc(=O)oc2c1)NCC1CCC(C(=O)O)CC1 (configuration not stated)
  -8% | -3% | 1%
88: CC(=O)c1cc(NC(=O)c2ccc(C)cc2)c(=O)oc1C
  -10% | ? | 23µM*
89: CC1(C)CC(=O)N(CC(=O)NCc2ccccc2)c2ccccc2S1(=O)=O
  -8% | -3% | 20%

Three compounds out of the list, arranged by SMILES length, high to low.
Second line of a record: KAT2A inh | DT40 TDP1 no CPT | DT40 TDP1 CPT
85: CS(=O)(=O)c1ccc(C(=O)OCC(=O)N2CC(=O)Nc3ccccc32)cc1[N+](=O)[O-]
  / | 0.71µM* | 1.1µM*
81: O=S(=O)(/N=C(/Nc1cccc2ccccc12)c1ccccc1)c1ccccc1
  -3% | ? | ?
80: Cn1cncc1COC(=O)c1ccc(Cl)cc1
  3% | -7% | -15%

Source: PubChem BioAssay
